Assay outcomes deposited in PubChem BioAssay by The Scripps Research Institute Molecular Screening Center.
GPR151 activ = activates the human receptor GPR151 | Q8TDV0 | PathHunter beta-arrestin GPR151 cells, luminescence | activation, % at 11.2 µM | 1% of 650,000 active; in the data active = activation above about 4.9%;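 also: 0% = median of compound wells and 100% = cells with positive control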
Target sequence (Q8TDV0 whole entry, looked up): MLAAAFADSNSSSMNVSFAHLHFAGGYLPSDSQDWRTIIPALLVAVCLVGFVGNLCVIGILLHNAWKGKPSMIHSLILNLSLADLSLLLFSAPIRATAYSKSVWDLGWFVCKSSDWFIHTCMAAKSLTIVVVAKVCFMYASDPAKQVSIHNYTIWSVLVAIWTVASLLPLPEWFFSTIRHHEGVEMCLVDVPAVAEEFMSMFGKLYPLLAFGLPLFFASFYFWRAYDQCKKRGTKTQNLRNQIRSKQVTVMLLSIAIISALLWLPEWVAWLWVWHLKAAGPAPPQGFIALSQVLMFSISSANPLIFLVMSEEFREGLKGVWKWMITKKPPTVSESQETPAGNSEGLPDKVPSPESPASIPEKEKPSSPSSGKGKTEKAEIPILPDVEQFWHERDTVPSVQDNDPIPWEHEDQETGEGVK
FBW7 activator = human FBW7 E3 ligase activation, primary screen; Q969H0; AlphaScreen FBW7–phospho-cyclin E peptide binding, activator screen; normalized activity (activation), % at 26.1 µM; 0.13% of 650,000 active; in the data active = normalized activity above about 1.9%;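 also: purified mutant Fbw7 with reduced substrate affinity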
MITF primary = blocks human microphthalmia-associated transcription factor. O75030. AlphaScreen MITF homodimerization, bead proximity signal. inhibition, % at 2.6 µM. 0.91% of 650,000 active; in the data active = inhibition above about 50%;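 also: 0% = vehicle wells with protein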
Target sequence (O75030 whole entry, looked up): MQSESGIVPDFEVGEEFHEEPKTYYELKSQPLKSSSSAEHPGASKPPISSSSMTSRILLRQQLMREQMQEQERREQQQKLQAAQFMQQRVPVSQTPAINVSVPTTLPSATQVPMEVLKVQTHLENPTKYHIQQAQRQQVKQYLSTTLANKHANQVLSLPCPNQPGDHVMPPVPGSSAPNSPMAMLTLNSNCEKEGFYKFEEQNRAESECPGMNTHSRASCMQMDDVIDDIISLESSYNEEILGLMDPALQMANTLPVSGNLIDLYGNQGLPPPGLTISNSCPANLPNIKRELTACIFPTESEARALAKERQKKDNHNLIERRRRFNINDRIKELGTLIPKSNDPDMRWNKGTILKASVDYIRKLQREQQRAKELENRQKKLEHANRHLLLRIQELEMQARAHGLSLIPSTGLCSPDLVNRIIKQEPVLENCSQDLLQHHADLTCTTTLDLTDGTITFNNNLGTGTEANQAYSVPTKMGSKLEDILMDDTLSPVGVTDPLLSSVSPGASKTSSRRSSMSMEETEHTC
TEAD-YAP block = TEAD-YAP interaction inhibition | inhibition, % at 9.12 µM | AID 1259422 | HEK-TIYL cells, TEAD-Gal4/YAP UAS-luciferase luminescence | 1.4% of 640,000 active; in the data active = inhibition above about 32%;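 also: 0% = median of test compound wells and 100% = reference inhibitor wells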
An asterisk follows results filed as active. The order is random; any-hit rate near 3.5%.

# | smiles | GPR151 activ | MITF primary
1 | Cc1ccc2occ(CN3CCc4nc(N5CCCC5)[nH]c(=O)c4C3)c(=O)c2c1 | 1.4 | 3
2 | N#Cc1ccc(NC(=O)c2ccccc2C(F)(F)F)cc1 | 0.2 | 3
3 | O=C(O)c1cc2cccc3c2n(c1=O)CCC3 | -1.0 | -2
4 | Cc1nc(N2CCCCC2)sc1C(=O)c1ccc(NCC2CCCO2)c([N+](=O)[O-])c1 (stereo unspecified) | -1.3 | 19
5 | Cc1c(-c2ccc(/C=C3\SC(=Nc4ccccc4)N(c4ccccc4)C3=O)o2)ccc([N+](=O)[O-])c1C | -0.7 | 8
6 | CCN1C(=O)/C(=C\c2cc(Br)cc(OC)c2O)SC1=S | 0.3 | 3
7 | COc1ccc(CCNc2ncnc3nc(-c4ccccc4)[nH]c23)cc1 | 1.5 | 10
8 | Cc1ccccc1NC(=O)c1cc(Cl)ccc1N | 2.1 | -4
9 | CCN(CC)c1ccc(C(=O)Nn2c(-c3cccs3)nc3ccccc3c2=O)cc1 | 2.1 | -12
10 | COc1ccccc1-c1cnn2ccc(Nc3cccc(Cl)c3)nc12 | 2.1 | 9

# | FBW7 activator | TEAD-YAP block
1 | 0.2 | -1
2 | 0.0 | 19
3 | -0.1 | 2
4 | -0.1 | -4
5 | -0.1 | -2
6 | 0.0 | 3
7 | 0.0 | 0
8 | 0.1 | 6
9 | 0.1 | 31
10 | 0.4 | 7

Filtered by structure, those above containing an aryl methoxy group.
# | smiles | GPR151 activ | MITF primary
6 | CCN1C(=O)/C(=C\c2cc(Br)cc(OC)c2O)SC1=S | 0.3 | 3
7 | COc1ccc(CCNc2ncnc3nc(-c4ccccc4)[nH]c23)cc1 | 1.5 | 10
10 | COc1ccccc1-c1cnn2ccc(Nc3cccc(Cl)c3)nc12 | 2.1 | 9

# | FBW7 activator | TEAD-YAP block
6 | 0.0 | 3
7 | 0.0 | 0
10 | 0.4 | 7

(list continues)
# | smiles | GPR151 activ | MITF primary
11 | O=C(CCc1nc(-c2ccccc2)no1)N1CCCCC1 | 2.0 | 7
12 | CC1(C(=O)Nc2nc3ccc(S(C)(=O)=O)cc3s2)CCCC1 | 0.0 | 5
13 | CCOC(=O)c1c(C)[nH]c(C(=O)OCC(=O)N2CC3(C)CC2CC(C)(C)C3)c1C (stereo unspecified) | -3.2 | 13
14 | O=C(NCc1nc(-c2ccccc2)no1)c1ccccc1Cl | -0.3 | 1
15 | O=C(Nc1ccccc1)NC1CCNCC1 | -0.9 | 15
16 | O=C(Nc1ccc(Oc2ccccc2)cc1)c1ccc2nc(-c3csc4ccccc34)sc2c1 | 3.5 | 3
17 | Cc1ccc(C(C)C)c(OCC(=O)NNC(=O)CSc2nc(C)cc(C)n2)c1 | 0.1 | -4
18 | Cc1ccc(-c2nc(-c3ccc(Br)cc3)[nH]c2-c2ccccc2)cc1C | 0.1 | -9
19 | Nn1c(SCC(=O)NCC2CCCO2)nnc1-c1cccs1 (stereo unspecified) | -0.9 | -1
20 | O=C(CN1Cc2ccccc2C1=O)Nc1ccc(F)c(F)c1 | 0.9 | -8

# | FBW7 activator | TEAD-YAP block
11 | -0.2 | -34
12 | 0.2 | -32
13 | -0.1 | 3
14 | -0.1 | -9
15 | -0.3 | -2
16 | 0.3 | -18
17 | -0.1 | 8
18 | 0.0 | 1
19 | -0.2 | -2
20 | -0.3 | -12

Additional entries.
# | smiles | GPR151 activ | MITF primary
21 | CN(C(=O)c1ccccc1I)c1ccccc1 | 0.1 | -3
22 | CSc1ccc(S(=O)(=O)Nc2cccc([N+](=O)[O-])c2)cc1 | -0.9 | -2
23 | Cc1ccc(C(CC(=O)O)C2CCOC(C)(C)C2)cc1 (stereo unspecified) | 0.1 | -3
24 | COC1(OC)C2(Cl)C(Cl)=C(Cl)C1(Cl)C1C(=O)N(c3ccccn3)C(=O)C12 (stereo unspecified) | 4.4 | -13
25 | CCc1ccc(NC(=O)N[C@H]2C[C@H]3C(=O)N[C@@H]([C@@H](C)CC)C(=O)N3C2)cc1 | 1.2 | 5
26 | CCc1cccc(NC(=O)C(NS(=O)(=O)c2ccc3nc(C)sc3c2)C(C)C)c1 (stereo unspecified) | -1.5 | 10
27 | NC1=NC(=O)/C(=C/c2ccc(-c3ccccc3)o2)S1 | 1.4 | -12
28 | O=C(NCCOc1ccc2nnc(-c3ccccc3)n2n1)C1(c2cccs2)CCCC1 | 1.0 | 13
29 | CCCCc1ccc(-c2nc3ccccc3c(=O)n2NCc2cccc(F)c2)cc1 | 0.6 | -1
30 | Cc1cccnc1C(NC(=O)C1CCN(C(=O)c2ccco2)CC1)c1cccs1 (stereo unspecified) | 1.2 | 17

# | FBW7 activator | TEAD-YAP block
21 | -0.1 | 4
22 | -0.2 | -13
23 | -0.1 | -3
24 | -0.1 | -3
25 | -0.1 | -1
26 | -0.1 | -5
27 | -0.1 | -46
28 | -0.3 | -2
29 | 0.0 | -5
30 | 0.1 | 5

Next compounds:
# | smiles | GPR151 activ | MITF primary
31 | Cc1cccc(N2CCN(c3cccc(C)c3)C2c2ccc(N(C)C)cc2)c1 | -0.2 | 14
32 | COCCC(=O)N1CCc2nnc(C(NC(=O)c3ccccn3)C(C)C)n2CC1 (stereo unspecified) | 3.1 | -1
33 | COc1ccc(S(=O)(=O)N(C)c2ccc(C(=O)NCc3ccccn3)cc2)cc1 | -1.0 | -2
34 | CCn1nnnc1SCC(=O)N1CCCCC1 | -0.2 | -14
35 | CC(=O)Oc1cccc2ccc(/C=C/c3ccc(C(=O)O)cc3)nc12 | -6.3 | -9
36 | CC1CCCCN1Cc1nc2c(c(=O)n(C)c(=O)n2C)n1C/C=C/c1ccccc1 (stereo unspecified) | -0.7 | 20
37 | O=C(Nc1c2c(nn1-c1ccc(Cl)cc1)CSC2)c1ccc([N+](=O)[O-])cc1 | -0.3 | -1
38 | COC(=O)c1c(C)[nH]c(C)c1-c1ccc([N+](=O)[O-])cc1 | 1.7 | 2
39 | Cc1cc(C)n(Cc2ccc(C(=O)NCC3Cc4cc(-c5cnccn5)ccc4O3)cc2)n1 (stereo unspecified) | -1.5 | 5
40 | NC(=O)c1ccc[n+](CC(=O)c2ccccc2)c1 | 2.7 | -1

# | FBW7 activator | TEAD-YAP block
31 | -0.1 | -18
32 | -0.3 | -3
33 | -0.3 | 3
34 | 0.0 | 3
35 | 0.1 | -84
36 | 0.0 | -6
37 | -0.2 | 0
38 | -0.3 | 4
39 | -0.4 | 5
40 | 0.2 | 5

Two entries drawn at random from those above, as already listed:
# | smiles | GPR151 activ | MITF primary
35 | CC(=O)Oc1cccc2ccc(/C=C/c3ccc(C(=O)O)cc3)nc12 | -6.3 | -9
36 | CC1CCCCN1Cc1nc2c(c(=O)n(C)c(=O)n2C)n1C/C=C/c1ccccc1 (stereo unspecified) | -0.7 | 20

# | FBW7 activator | TEAD-YAP block
35 | 0.1 | -84
36 | 0.0 | -6

Continued.
# | smiles | GPR151 activ | MITF primary
41 | COc1ccc(Nc2ncnc(N)c2[N+](=O)[O-])cc1OC | -1.2 | -7
42 | C/C(=N\NC(=O)c1cccc(Cl)c1)c1cccs1 | -0.5 | -5
43 | CC(=O)Nc1ccc(NC(=O)CSc2nnc3c(n2)[nH]c2ccc(C(C)C)cc23)cc1 | 0.0 | 6
44 | CCOC(=O)CC1C(=O)NCCN1Cc1cccc2ccccc12 (stereo unspecified) | -0.7 | 4
45 | NC(=O)NC(=O)COC(=O)c1c2c(nc3ccccc13)CCCC2 | 0.9 | 3
46 | COC(=O)COc1ccc2c(C)c(-c3ccc(OC)cc3)c(=O)oc2c1 | 4.5 | -9
47 | CCc1cccc2c(C(=O)COC(=O)C34CC5CC(CC(O)(C5)C3)C4)c[nH]c12 | 0.1 | 3
48 | COc1ccc(/C=C/C(=O)Nc2cccc(-c3nc4ncccc4o3)c2)cc1 | -1.3 | 9
49 | COc1ccc(C2=NN(C(=O)CCCC(=O)O)C(c3ccccc3Cl)C2)cc1 (stereo unspecified) | 0.2 | 9
50 | CC1CCc2c(sc3ncn(CCO)c(=O)c23)C1 (stereo unspecified) | -1.6 | 7

# | FBW7 activator | TEAD-YAP block
41 | 0.0 | -7
42 | 0.0 | -42
43 | 0.1 | -13
44 | -0.1 | -9
45 | -0.1 | 0
46 | -0.1 | -6
47 | 0.1 | -46
48 | -0.1 | -19
49 | 0.7 | 8
50 | 0.1 | -33

More compounds.
# | smiles | GPR151 activ | MITF primary
51 | CCOC(=O)Cn1nnc2c(cnn2-c2ccc(F)cc2)c1=O | 1.0 | 7
52 | C=CCn1ccc(=O)n(CC=C)c1=O | 3.4 | -1
53 | O=C1CCC([N+](=O)[O-])C(c2cccc(OCc3ccccc3)c2)N1 (stereo unspecified) | -0.5 | 0
54 | COc1ccccc1-c1nnc(SCC(=O)Nc2ccc(C(C)=O)cc2)n1-n1cccc1 | 1.2 | -13
55 | COc1ccc2c(c1)cc(C)c1nn(Cc3ccccn3)c(=O)n12 | -1.4 | 4
56 | COc1cc(/C=N/NC(=O)c2ccccc2-n2cccc2)ccc1O | 0.7 | 4
57 | CN(C)c1ccc(C2C(C(=O)c3cc4ccccc4o3)=C(O)C(=O)N2CCN2CCOCC2)cc1 (stereo unspecified) | -1.2 | 5
58 | Cc1nn(C)c(Cl)c1CN1CCCC(N(C)CCc2ccccc2)C1 (stereo unspecified) | 0.7 | -6
59 | Cc1ccccc1C(=O)NCC(=O)OCC(=O)c1cc(Cl)ccc1Cl | 0.5 | 8
60 | CCN(CC)C(=O)Nc1cc(F)cc(F)c1 | -1.1 | 16

# | FBW7 activator | TEAD-YAP block
51 | 0.0 | 0
52 | 0.2 | 6
53 | 0.0 | 9
54 | 0.0 | 0
55 | -0.1 | -7
56 | -0.1 | 6
57 | -0.1 | -12
58 | -0.1 | 6
59 | 0.1 | -3
60 | 0.3 | 9

Next section
# | smiles | GPR151 activ | MITF primary
61 | Cc1c(Cl)cccc1NC(=O)c1cc(-c2ccco2)on1 | 1.6 | -8
62 | CC1(C(=O)NCc2ccccc2)Oc2ccccc2NC1=O (stereo unspecified) | 0.7 | 9
63 | CC1(CCC(=O)N2CCN(c3cccc(C(F)(F)F)c3)CC2)CCC(=O)N1 (stereo unspecified) | 0.2 | 12
64 | CCN(CC)C(=O)N1CCC(c2nc(C)ncc2-c2ccncc2)CC1 | 0.1 | -10
65 | O=c1c2ccccc2nc2sc(NCc3ccco3)nn12 | -1.3 | 7
66 | CNC(=O)c1c(NC(=O)c2ccc(C(=O)OC)cc2)sc2c1CCCCC2 | -0.6 | 5
67 | CCCN1CCN(C(=O)c2sc3nc(C)nc(N4CCN(c5ccccn5)CC4)c3c2C)CC1 | 0.7 | -2
68 | O=C(NCc1ccco1)/C(=C\c1ccco1)NC(=O)c1ccccc1 | -0.8 | 5
69 | O=C1CCCN1CCn1cnc2c(NCc3cccnc3)nc(N3CCCC3CO)nc21 (stereo unspecified) | -0.9 | 20
70 | CCOC(=O)c1ccc(NC(=O)CC2NC(=O)NC2=O)cc1 (stereo unspecified) | -0.1 | 3

# | FBW7 activator | TEAD-YAP block
61 | 0.0 | -9
62 | 0.1 | -4
63 | 0.0 | -1
64 | -0.1 | -21
65 | 0.0 | -36
66 | 0.1 | 2
67 | -0.1 | 16
68 | 0.1 | 4
69 | 0.2 | 2
70 | 0.2 | -11

Compound profiles, as listed above. Screens in order: GPR151 activ, MITF primary, FBW7 activator, TEAD-YAP block
`CC1(C(=O)NCc2ccccc2)Oc2ccccc2NC1=O` (stereo unspecified) is entered as 0.7, 9, 0.1, -4
`O=C(NCc1ccco1)/C(=C\c1ccco1)NC(=O)c1ccccc1` is entered as -0.8, 5, 0.1, 4

Continued.
# | smiles | GPR151 activ | MITF primary
71 | NS(=O)(=O)c1ccc(NC(=O)c2ccccc2NS(=O)(=O)c2ccc(F)cc2)cc1 | 3.3 | 0
72 | O=C(NCCCN1CCN(Cc2ccccc2)CC1)c1csc2c1CCCC2 | -1.1 | 0
73 | COc1ccc(C(CC(=O)O)C(N)=O)cc1 (stereo unspecified) | -1.5 | 13
74 | CC(=O)Nc1ccc(OS(=O)(=O)c2ccc([N+](=O)[O-])cc2)cc1 | 0.4 | 5
75 | CCC(CC)c1nnc(NC(=O)C2=NNC(=O)CC2)s1 | -0.5 | 19
76 | CN(C)CCOC(=O)C1(c2ccccc2)CCOCC1 | 0.6 | 20
77 | COc1ccccc1/C=C1\C(=O)NC(=O)N(c2ccc(Br)cc2)C1=O | -0.6 | -8
78 | COC(C(=O)Nc1ccnn1C1CCN(Cc2cccc(C)c2)CC1)c1ccccc1 (stereo unspecified) | 1.0 | 5
79 | COc1cc(/C=C2/SC(=O)NC2=O)ccc1Oc1ccc([N+](=O)[O-])cc1[N+](=O)[O-] | 1.2 | -3
80 | Cc1ccc(CN2C(=O)C(C)Oc3ccc([N+](=O)[O-])cc32)cc1 (stereo unspecified) | 0.7 | 17
81 | CC1CCc2c(sc(NC(=O)CC34CC5CC(CC(C5)C3)C4)c2C(N)=O)C1 (stereo unspecified) | 1.2 | -22
82 | CC(C)N(Cc1ccccc1)S(=O)(=O)c1ccc(CN2C(=O)c3cccnc3C2=O)cc1 | 2.1 | 5
83 | Cc1ccc(NC(=O)C(=O)N/N=C/c2ccc(F)cc2)c(C)c1 | 0.7 | -5

# | FBW7 activator | TEAD-YAP block
71 | 0.2 | 0
72 | 0.0 | 10
73 | 1.2 | -12
74 | 0.0 | 11
75 | 0.3 | 6
76 | 0.2 | -2
77 | 0.0 | 5
78 | -0.1 | 3
79 | -0.3 | 12
80 | 0.5 | 15
81 | -0.3 | 3
82 | -0.5 | 7
83 | -0.1 | -11
